Screening results: PubChem, National Center for Advancing Translational Sciences (NCATS)
GAA inh: inhibitors of human lysosomal alpha-glucosidase; P10253; purified human GAA, 4-MU-alpha-glucoside fluorescence; Potency, µM (highest dose often 76.9 µM), for the others: at the highest dose activity change, negative = inhibition, actives largely listed as inhibitors; 0.005% of 200,000 active; AID 1466;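 also: plate controls were uninhibited enzyme wells for no effect and no-enzyme background for full effect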
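Activity normalized between no-enzyme (basal) and enzyme-only wells. Conditions: 4 nM human enzyme, 400 uM fluorogenic substrate, citrate/phosphate pH 5.0 with Tween-20, 20 min room temperature, compounds up to 77 uM.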
aGlu spleen mod: inhibits or activates alpha-glucosidase in human spleen homogenate. Potency, µM (series often up to 79.9 µM), without a hit: top-dose activity change, negative = inhibition, actives largely listed as inhibitors. 0.006% of 240,000 active. human spleen homogenate, 4-MU-alpha-glucoside fluorescence. AID 2112;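 also: 0% = enzyme with vehicle and -100% = no enzyme basal signal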
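Human spleen homogenate (1 ug) with 4-methylumbelliferyl-alpha-D-glucopyranoside (1 mM final) in 50 mM citrate/phosphate pH 5.0, 0.01% Tween-20; 40 min at 37 C. Stopped at pH 10; 4-MU fluorescence Ex 365/Em 440 nm; AC50 by Hill fit.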
aGal spleen mod: inhibitors or activators of human alpha-galactosidase in spleen homogenate | Potency, µM (doses to about 80 µM), for inactives: at the highest dose activity change, negative = inhibition, usual class: inhibitors | P06280 | AID 2107 | human spleen homogenate, 4MU-alpha-Gal fluorescence, 40 min | 0.008% of 240,000 active;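 also: 0% = enzyme with vehicle and -100% = no enzyme basal signal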
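Human spleen homogenate (1 ug) as enzyme source, 4-methylumbelliferyl-alpha-D-galactopyranoside 1 mM final, citrate/phosphate pH 5.0 with 0.01% Tween-20. Compounds 40 min at 37C, NaOH/glycine stop; fluorescence Ex 365/Em 440, Hill-fit AC50.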
ALDH1A1 inh: ALDH1A1 (human) enzyme inhibition | Potency, µM (highest dose often 75.3 µM), for the others: at the top dose activity, negative = inhibition, most hits filed as inhibitors | Purified ALDH1A1, NADH fluorescence, propionaldehyde substrate | 7.3% of 220,000 active | AID 1030; active = well fitted inhibition curve with a large enough effect, not every such curve was filed as active; inconclusive = small, poorly fitted or top-dose-only effect, or another doubt; inactive = no such curve, though single readings can be large or run the other way;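 also: plate controls were no enzyme wells and a reference inhibitor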
Target sequence (P00352 whole entry, looked up): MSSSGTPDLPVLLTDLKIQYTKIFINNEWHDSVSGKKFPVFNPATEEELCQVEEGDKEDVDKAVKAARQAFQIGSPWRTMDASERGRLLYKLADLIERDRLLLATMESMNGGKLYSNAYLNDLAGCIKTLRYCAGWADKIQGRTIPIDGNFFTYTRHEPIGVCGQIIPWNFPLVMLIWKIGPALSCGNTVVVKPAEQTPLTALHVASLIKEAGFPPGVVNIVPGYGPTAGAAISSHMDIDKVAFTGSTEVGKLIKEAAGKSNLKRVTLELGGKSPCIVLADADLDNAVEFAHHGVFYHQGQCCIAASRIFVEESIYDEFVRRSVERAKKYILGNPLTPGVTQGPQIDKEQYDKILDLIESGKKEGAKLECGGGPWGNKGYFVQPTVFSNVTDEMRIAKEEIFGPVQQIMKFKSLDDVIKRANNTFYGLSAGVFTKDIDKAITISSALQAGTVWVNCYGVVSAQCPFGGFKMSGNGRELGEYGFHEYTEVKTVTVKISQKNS
Tau fluor counter: counter-screen for tau fibril formation inhibitors; tau K18 P301L (four-repeat tau fragment) Alexa594 fluorescence, heparin fibrillization; Potency, µM (highest dose often 57.7 µM), inactives show at the top dose activity change, negative = decrease; 0.93% of 280,000 active; also: % is scaled to controls: 0 for no effect and ±100 for the full control effect; nearly all actives have a fitted effect of over 55% in size
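Human K18 P301L tau (15 uM unlabeled plus 0.24 uM Alexa 594-labeled, final) in 100 mM sodium acetate pH 7 was mixed with compound and 20 uM heparin and incubated 6 hr at 37 C.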
NPSR antag: antagonists of human neuropeptide S receptor cAMP signaling | 1% of 220,000 active | CHO-NPSR cells, cAMP TR-FRET, antagonist mode | AID 1461 | Potency, µM (doses to about 38.3 µM), for the others: top-dose activity change, negative = inhibition, actives largely listed as inhibitors; also: % is scaled to controls: 0 for no effect and ±100 for the full control effect; nearly all actives have a fitted effect of over 50% in size; many of its hits are not listed in these tables
Target sequence (Q6W5P4 whole entry, looked up): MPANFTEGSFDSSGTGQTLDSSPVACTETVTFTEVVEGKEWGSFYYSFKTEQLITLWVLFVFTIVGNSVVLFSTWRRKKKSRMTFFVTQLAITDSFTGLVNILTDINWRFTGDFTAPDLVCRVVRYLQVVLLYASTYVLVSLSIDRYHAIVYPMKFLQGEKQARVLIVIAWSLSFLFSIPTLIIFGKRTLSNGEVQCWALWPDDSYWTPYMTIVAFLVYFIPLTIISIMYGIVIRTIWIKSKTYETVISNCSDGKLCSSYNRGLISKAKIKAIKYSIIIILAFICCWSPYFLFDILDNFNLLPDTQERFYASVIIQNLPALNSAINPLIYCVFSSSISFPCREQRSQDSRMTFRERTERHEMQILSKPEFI
Epigenetic reg: derepresses silenced GFP reporter in murine cells; murine LDR cells, GFP reporter derepression, 30 h; Potency, µM (titrated, usually from 53.9 µM), inactives show top-dose GFP activation, most hits filed as activators; 0.2% of 280,000 active; also: % of control where 0% means no effect; nearly all actives have a fitted effect of over 60% in size
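Readout is the number of GFP-expressing murine LDR cells, counted by cytometry following washing. Cells were treated with compound for 30 h at 37 C; the stably integrated CMV-GFP locus is normally silent.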
GAA glycogen: GAA glycogen-cleavage inhibition or activation; 0.38% of 300,000 active; Potency, µM (highest dose often 76.4 µM), for inactives: at the top dose activity change, negative = inhibition, actives largely listed as inhibitors; P10253; recombinant GAA, glycogen substrate, Amplex Red glucose oxidase fluorescence;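 also: 0% = full enzyme reaction and -100% = no-enzyme basal signal; the screen sought inhibitors and activators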
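Natural-substrate format: glycogen cleavage by 4 nM human enzyme, glucose read by Amplex Red coupling (Ex 573, Em 610 nm). Normalized to enzyme and no-enzyme controls.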
Active calls of the source: *; ? = inconclusive; / = not tested or not shown; & = joins results of further samples; [ ] = another dose, or the depositor's remark. Unless noted, calls follow the shape of the dose curve; as a rule, active = well fitted curve in the direction sought with a large enough effect; inconclusive = small, poorly fitted or top-dose-only effect, or another doubt; inactive = no such curve, though single readings can be large; an effect the other way counts as inactive or inconclusive. Potency is read from the fitted curve at half-maximal effect.

Start of the listing, in advance:
structure | GAA inh | Epigenetic reg | NPSR antag | Tau fluor counter | GAA glycogen | aGal spleen mod | ALDH1A1 inh | aGlu spleen mod
O=C(NC1CC1)C1C2C3C4CC5C3C5C4C12 (stereo unspecified) | 0% | 0.9% | 15%[46.1 µM] | -3% | -2% | -6% | 4% | -1%
CCCCCCn1c(CN2CCN(CCO)CC2)nc2c1c(=O)n(C)c(=O)n2C | 1% | 0.0% | -7%[46.1 µM] | -5% | / | 7% | 4µM* | 6%

The whole of this part, from the start:
structure | GAA inh | Epigenetic reg | NPSR antag | Tau fluor counter | GAA glycogen | aGal spleen mod | ALDH1A1 inh | aGlu spleen mod
O=C(NC1CC1)C1C2C3C4CC5C3C5C4C12 (stereo unspecified) | 0% | 0.9% | 15%[46.1 µM] | -3% | -2% | -6% | 4% | -1%
CCCCCCn1c(CN2CCN(CCO)CC2)nc2c1c(=O)n(C)c(=O)n2C | 1% | 0.0% | -7%[46.1 µM] | -5% | / | 7% | 4µM* | 6%
O=C1NC(=O)c2cc(Br)cc3cccc1c23 | 0% | 1.1% | ? | 6% | 5% | -6% | 7% | -2%
Cc1cccc(C(CC(=O)O)NC(=O)C(F)(F)F)c1 (stereo unspecified) | 4% | 1.5% | 3% | -2% | ? | -1% | 8% | 3%
COC(=O)c1c(NC(=O)C2CC2)sc2c1CCN(C(C)=O)C2 | ? | 0.3% | -8%[46.1 µM] | 16% | 4% | 5% | ? | -2%
CC(=O)N(c1nc(CCl)cs1)c1cccc(C)c1C | -12% | -4.6% | 9% | 2% | 1% | 3% | ? | 0%
N#CC1(C#N)COC23CCCCC2C1(C#N)C(=N)O3 (stereo unspecified) | -1% | -2.3% | -12%[46.1 µM] | 2% | -13% | 0% | ? | 1%
Cc1ccc(C)c(/C(O)=C2\C(=O)C(=O)N(CCCN3CCOCC3)C2c2cccnc2)c1 (stereo unspecified) | ? | 1.6% | 10%[46.1 µM] | -4% | 1% | 20% | ? | -18%
Cc1ccccc1Nc1nc(N)nc(CSc2n[nH]c(N)n2)n1 | / | -0.3% | ? | -7% | 2% | 1% | / | 0%
CCOC1=NN(c2ncc(C(F)(F)F)cc2Cl)C(=O)C1 | -9% | -2.3% | 6% | -1% | 1% | -5% | 10% | -1%
Cc1cc(N2CCCC2)c(F)cc1/C=C\[N+](=O)[O-] | 8% | -4.9% | -27% | -10% | 29% | -2% | 7% | 18%
N#C/C(=C\c1ccc(OCC(N)=O)cc1)c1ccccc1 | -1% | 0.0% | -4% | -13% | 5% | -1% | ? | -1%
O=S(=O)(c1ccc2c(c1)nc(COc1ccc(Cl)cc1)n2CC1CCCO1)N1CCOCC1 (stereo unspecified) | -6% | 2.7% | -14%[46.1 µM] | -13% | 0% | -13% | 7% | 2%
CCCCn1c(N)c(NCc2ccccc2)c(=O)[nH]c1=O | -8% | 7.6% | 17% | -7% | ? | ? | ? | 0%
CN(Cc1ccccc1)Cc1nc2c(c(=O)n(C)c(=O)n2C)n1Cc1ccccc1Cl | -11%[15.4 µM] | 1.7% | ? | -6% | 6% | -4% | ? | -4%
C/C(=N\N1C(=O)c2ccccc2NC1c1ccccc1)c1ccccc1O (stereo unspecified) | 3% | 4.3% | -49% | -12% | -12% | 3% | -8% | 4%
C/C(=C\CNc1ncnc2nc[nH]c12)CO | / | 3.5% | / | 5% | / | 1% | 5% | -1%
COc1ccc(CNC(=O)C(c2ccco2)N(C(=O)c2csnn2)c2cccc(C)c2C)cc1 (stereo unspecified) | 0% | -2.5% | -18% | -2% | 3% | 18% | -13% | -4%
CC(C)Oc1ccc(Nc2ncnc3ccccc23)cc1 | 8% | -0.9%[10.1 µM] | -13% | -20% | -2% | -4% | 4% | -12%
CC(C)n1c(SC2C(=O)CC(C)(C)CC2=O)nc2c1c(=O)n(C)c(=O)n2C | -6% | 3.9% | 0%[46.1 µM] | -2% | 3% | 6% | ? | 0%
Cc1cc2c(ncn2Cc2ccccc2)c([N+](=O)[O-])c1C | -1% | -0.1% | -14%[46.1 µM] | -1% | 4% | 7% | ? | -6%
CCOc1ccc(Cn2nnc(C(=O)Nc3cc(C)cc(C)c3)c2N)cc1 | 0% | 0.0% | -14%[46.1 µM] | -10% | 2% | 0% | 6% | -5%
O=[N+]([O-])c1ccc(C2Oc3ccccc3C3CC(c4ccccc4)=NN32)s1 (stereo unspecified) | -9% | ? | ? | 14µM*[quencher] | 5% | -4% | ? | -14%
Cc1cc(-c2nnc(-c3cccc(C(F)(F)F)c3)o2)no1 | 2%[15.4 µM] | 3.1% | 14% | -3% | 6% | -2% | -3% | -1%
COc1ccc2nc(-c3ccccc3)[nH]c2c1 | 1% | 2.5% | -7%[46.1 µM] | -7% | 9% | -4% | ? | -1%
COc1ccccc1NC(=O)CSc1nc(O)c(Cc2ccccc2)c(=O)[nH]1 | -1% | 0.0% | 0%[46.1 µM] | -9% | 5% | -18% | 2% | 2%
COc1ccc(/C=C/C(=O)OCc2csc(-c3ccccc3)n2)cc1OC | -9% | 1.0% | -17% | -21% | 5% | 0% | ? | -1%
Cc1ccc(OCc2n[nH]c(=S)n2N)cc1C | 6% | 3.5% | 16% | -1% | 6% | -4% | -14% | 6%
COc1ccc(/C=C/C(=O)NC(=S)N2CCN(C)CC2)cc1 | -4% | -1.1% | 0% | 1% | -1% | -4% | -8% | /
Cc1cc(C(=O)N/N=C/c2ccc([N+](=O)[O-])o2)c(C)o1 | / | -0.4% | 11%[7.67 µM] | -17% | -1% | 3% | / | -8%
COC(=O)C(/C=N/OCc1ccc([N+](=O)[O-])cc1)NC(=O)c1cccc(Cl)c1 (stereo unspecified) | -12% | 2.9% | -17%[46.1 µM] | ? | -7% | 0% | 1.4µM* | 1%
CCOC(=O)Cc1csc(NC(=O)/C=C\c2ccccc2)n1 | -11% | 7.2% | 4% | -2% | 3% | 2% | ? | -3%
Cc1cc(C)c(S(=O)(=O)c2ccccc2)c(N(C)C)n1 | 1% | 0.9% | -1%[46.1 µM] | -4% | 9% | 5% | 6% | 2%
O=C(O)CNC1=NCCC1 | -3% | -3.4% | -13%[7.67 µM] | 8% | -10% | 3% | 6% | -4%
CCN(CC)S(=O)(=O)c1ccc(C(=O)Nc2nnc(-c3ccco3)o2)cc1 | -12% | -0.1% | -28% | -12% | 3% | -7% | 3% | -4%
O=C(NCCC1=CCCCC1)C1CCN(S(=O)(=O)c2cccc3nonc23)CC1 | -14% | 2.9% | -6%[46.1 µM] | -13% | 5% | -2% | -12% | 2%
Cc1ccc(S(=O)(=O)Cn2nnnc2C(c2ccc(F)cc2)N2CCC(C(N)=O)CC2)cc1 (stereo unspecified) | 7% | -1.8% | -20%[46.1 µM] | -13% | 5% | -2% | -4% | -4%
COc1ccc(OC)c(NC(=O)N2CCCC(CNS(=O)(=O)c3cccs3)C2)c1 (stereo unspecified) | 3% | -2.0% | 17% | -16% | 6% | 0% | ? | 2%
Cc1c(C(=O)N(Cc2ccc(N(C)C)cc2)C2CCS(=O)(=O)C2)oc2ccccc12 (stereo unspecified) | / | 2.1%&1.0% | -24% | -16%&-24% | -22% | -11% | / | 3%
CC1=C(C)[N+](=O)C2CCCCC2N1[O-] (stereo unspecified) | -2% | -1.2% | 0%[46.1 µM] | 5% | 6% | 3% | -1% | -1%
CCO[C@@H]1OC(C(=O)O)=C[C@H](c2ccc(C(F)(F)F)cc2)[C@H]1CCCO | / | 1.5% | -18% | 10% | -2% | 2% | -9% | 1%
Cc1ccc(/C=C2\SC(=S)N(CCCC(=O)Nc3nccs3)C2=O)cc1 | 8% | 2.1% | -5% | 8% | 17% | -2% | -1% | -4%
Cc1cccc(CN2C(=O)N/C(=C/c3ccc(C)s3)C2=O)c1 | -3% | ? | -11%[46.1 µM] | -26% | -2% | -7% | ? | -5%
COc1ccccc1C1CCN(c2ccc([N+](=O)[O-])cn2)CC1 | 1%[15.4 µM] | 3.2% | 0% | -24% | -4% | -3% | -3% | -1%
O=C(/C=C/c1ccccc1)NCc1cccnc1 | ? | -1.1% | -7% | -16% | 17% | 0% | 7% | 0%
FC(F)(F)c1cc(-c2cccs2)nc(-n2cc(Br)cn2)n1 | 8% | 0.0% | -5%[46.1 µM] | -22% | -9% | 2% | ? | -17%
CC(C)(C)[C@H]1C=C(C(=O)Nc2ccccc2)O[C@@H](OCc2ccc(CO)cc2)C1 | / | -0.7% | ? | -18% | -1% | -3% | -2% | -2%
Nc1ccc2oc(-c3cc(Br)ccc3Cl)nc2c1 | 2% | 2.2% | 0%[46.1 µM] | ? | -12% | -12% | 1% | 2%
COc1cc(Br)c(C(C)NC(=O)c2ccc(C)cc2)cc1OC (stereo unspecified) | -1% | 0.1% | -6%[46.1 µM] | -8% | 8% | 9% | 4% | 4%
COc1ccc(NC(=S)NCCC(c2ccccc2)c2ccccc2)c(OC)c1 | -5% | 0.0% | -27%[46.1 µM] | ? | -14% | 1% | 1% | -10%

(list continues)
structure | GAA inh | Epigenetic reg | NPSR antag | Tau fluor counter | GAA glycogen | aGal spleen mod | ALDH1A1 inh | aGlu spleen mod
Cc1ccc(C)c(CSc2nc(-c3ccco3)nc3c2c(=O)n(C)c(=O)n3C)c1 | / | -0.1% | -3% | 4% | -8% | -2% | 2% | -13%
CC(C)C[C@H](NC(=O)c1nc[nH]c1C(=O)NC1CCN(C(=O)OC(C)(C)C)CC1)C(=O)OC(C)(C)C | / | 3.2% | ? | -24% | -14% | -24% | ? | -2%
CCCCC(=O)c1c(C)cc(C)[nH]c1=O | -2% | 0.0% | 1%[46.1 µM] | -3% | 0% | 12% | 8% | -4%
Cc1c(-c2cccs2)[n+](=O)c2c(n1[O-])CCC2 | 7% | -0.9% | -1%[46.1 µM] | -2% | -2% | -2% | -5% | 4%
O=C(c1cccs1)N1CCN(Cc2ccccn2)CC1 | 10% | 15% | -12% | 21% | 9% | -5% | 15µM* | -1%
O=C(CN1CCOc2ccccc21)NCc1ccccc1 | -3% | -2.4% | 3% | -3% | 2% | -7% | -2% | 2%
O=C(CSc1nc(-c2ccccc2)c(-c2ccccc2)o1)Nc1nncs1 | -10% | -1.5% | -14%[46.1 µM] | -27% | 3% | -2% | 10% | -4%

A portion of the library (hit frequency here may not be typical).
